Compound activity from PubChem.
ERa coact inh = ERα–SRC-1 coactivator interaction inhibitors, primary screen, biochemical, TR-FRET, ERα LBD, estradiol-bound; Estrogen receptor (Homo sapiens), P03372; TR-FRET ER-alpha LBD / SRC-1 peptide; inhibition, % at 25.6 µM; hit rate 1.7% among 86,000; AID 629, 2007; in the data active = inhibition above about 50%;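 also: 0% = receptor plus peptide control and 100% = peptide only without receptor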
H69AR growth 86K = proliferation blockers of H69AR lung cancer cells, primary screen, cell-based, human, 86K library | viability, % at 10 µM | H69AR lung tumor viability, ATP luminescence, 72 h; stronger effect = lower value | hit rate 6% among 85,000;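 active = viability at or below 40%; inactive = viability above 40%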;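 also: multidrug resistant small cell line overexpressing MRP-1 efflux transporter; 100% = mean luminescence of untreated control wells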
CD11b adhes enh = enhancers of CD11b/CD18 adhesion to fibrinogen, primary screen, K562 cells, luminescence; hit rate 0.07% among 93,000; ATPlite luminescence; activation, % at 10 µM;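 active = 10 µM primary screen giving 50% or more activity, confirmed by 40% or more on retest at that dose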; also: strong numbers were not always called active; reference of the scale not given here
Target sequence (P05107 whole entry, looked up, other chains not shown): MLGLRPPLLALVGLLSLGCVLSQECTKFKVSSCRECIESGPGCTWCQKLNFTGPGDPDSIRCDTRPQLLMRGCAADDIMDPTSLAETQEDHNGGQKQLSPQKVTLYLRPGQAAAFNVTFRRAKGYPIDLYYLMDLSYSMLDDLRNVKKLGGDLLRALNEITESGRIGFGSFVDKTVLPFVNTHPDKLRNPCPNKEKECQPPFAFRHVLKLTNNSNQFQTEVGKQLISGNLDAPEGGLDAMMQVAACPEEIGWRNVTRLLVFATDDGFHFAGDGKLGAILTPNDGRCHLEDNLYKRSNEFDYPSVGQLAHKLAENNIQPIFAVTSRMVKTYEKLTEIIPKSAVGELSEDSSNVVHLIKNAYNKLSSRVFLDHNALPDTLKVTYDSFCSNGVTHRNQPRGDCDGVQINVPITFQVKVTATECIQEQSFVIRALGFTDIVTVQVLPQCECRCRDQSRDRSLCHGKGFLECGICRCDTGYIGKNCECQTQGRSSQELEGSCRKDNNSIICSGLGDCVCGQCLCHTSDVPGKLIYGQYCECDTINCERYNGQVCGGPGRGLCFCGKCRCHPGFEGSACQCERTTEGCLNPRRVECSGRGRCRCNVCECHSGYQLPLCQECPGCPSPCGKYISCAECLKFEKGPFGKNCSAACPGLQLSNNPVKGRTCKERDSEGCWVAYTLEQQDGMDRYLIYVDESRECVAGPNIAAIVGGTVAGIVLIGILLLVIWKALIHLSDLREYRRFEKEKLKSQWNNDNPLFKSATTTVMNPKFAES
CYP2C19 activ = human CYP2C19 activators, primary screen, biochemical, luminescence | 96,000 tested, under 10 active | activation factor at 5 µM | recombinant CYP2C19, luciferin-H EGE luminescence; stronger effect = higher value; 0 = fully inhibited enzyme, 1 = untreated enzyme;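 active = activation factor of at least 2 at 5 µM in the primary screen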;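 also: 0 = wells with 2.5 mM tranylcypromine and 1 = vehicle-only wells; values of inactives mirror those of a sister screen read the other way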
CYP2C19 inh = blockers of cytochrome P450 2C19 activity – biochemical, luminescence, ADME assay, primary screen. CYP2C19 Supersomes, luciferin-H EGE luminescence, 30 min. inhibition, % at 5 µM. hit rate 21% among 96,000. AID 778, 2007;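 active = CYP2C19 inhibition above a set limit at 5 µM in the primary screen, cut at about 50% in these data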;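 also: plate controls were negative control wells for no effect and 2.5 mM tranylcypromine positive control for full effect; values of inactives mirror those of a sister screen read the other way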
Fibroblast inh = antiproliferative effect on LL 47 fibroblasts – human, LL 47 cells, CellTiter-Glo luminescence, primary screen. LL 47 human lung fibroblast viability, ATP luminescence; stronger effect = lower value. viability, % at 10 µM. hit rate 1.1% among 85,000;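 active = viability at or below 50% in the single dose screen; inactive = viability above 50%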;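 also: compound exposure lasted 72 h before the ATP readout; 100% = median luminescence of untreated cell-only wells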
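Test system: LL 47 human lung fibroblasts / Quantity: 1,150 cells in each well / Medium: IMEM growth medium with 15% fetal bovine serum / Incubation: 72 h compound exposure at 37 °C after overnight plating / Detection: CellTiter-Glo luminescence measuring cellular ATP / Read-out: % viability versus median cells-only luminescence / Benchmarks: cell-only wells, no compound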
HUVEC prolif 384 = inhibitors of HUVEC proliferation, primary screen, cell-based, 384-well; CellTiter-Glo luminescence, 72 h; stronger effect = lower value; viability, % at 10 µM (by protocol); hit rate 1.1% among 86,000; AID 648, 2007;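 active = viability at or below 30%; inactive = viability above 30%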;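 also: 100% = median luminescence of DMSO-only cell control wells on each plate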
ERa coact pot = enhancers of ERα–SRC-1 coactivator binding, primary screen, biochemical, TR-FRET, ERα LBD, low estradiol; Estrogen receptor (Homo sapiens), P03372; TR-FRET ERalpha-LBD/SRC-Cy5 coactivator binding, 2 h; 100 = basal binding, no effect; coactivator binding (% of control), % at 25.6 µM; hit rate 1.3% among 86,000; in the data active = activity above about 200%;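 also: binding measured in presence of low estradiol as agonist stimulus; 0% = peptide alone without receptor and 100% = receptor with peptide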
Mac1 fbg inh = inhibitors of CD11b/CD18 adhesion to fibrinogen, primary screen, K562 cells, luminescence. hit rate 0.54% among 93,000. inhibition, % at 10 µM. ATPlite luminescence; Mn2+ added to activate the integrin. Integrin beta-2 (Homo sapiens) + Integrin alpha-M (Homo sapiens), P05107+P11215;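 active = primary inhibition of 50% or more at 10 µM, then 40% or more on retest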; also: some results filed as inactive read as strong as hits
* marks the source's active call; other numbers are inactive results; / = not tested or not shown; & = joins results of further samples; [ ] = remark or other dose.

Values in the order: ERa coact inh, H69AR growth 86K, CD11b adhes enh, CYP2C19 activ, CYP2C19 inh, Fibroblast inh, HUVEC prolif 384, ERa coact pot, Mac1 fbg inh
> CCS(=O)(=O)Nc1ccc(Cc2ccncc2)cc1
  -25[fluorescence artefact?], 99, 0, 0.1, 93*, 101, 95, 96, 7
> CCc1ccc2oc(-c3cc(N)ccc3O)nc2c1
  8, 32*, -4, 0.6, 44, 68, 82, 106, 74
> COc1ccc(CCN2CC(C(=O)O)CC2=O)cc1OC (stereo not drawn)
  -2, 86, 0, 1, -4, 95, 93, 106[fluorescence artefact?], -5
> COc1ccc(NC(=O)Nc2nnc(-c3ccccc3SCc3ccccc3)s2)cc1
  -9, 48, 9, 0.9, 5, 95, 69, 85, -16
> CCn1nnnc1-c1ccc(OC)c(S(=O)(=O)Nc2ccc(C(=O)OC)cc2)c1
  2, 78, 2, 0.8, 23, 104, 98, 101, -2
> O=C(COC(=O)c1ccc(NS(=O)(=O)c2ccc3c(c2)OCCO3)cc1)NCC1CCCO1 (stereo not drawn)
  6, 99, 5, 0.6, 37, 94, 102, 72, 7
> COc1ccc(NC(=O)c2sc(SC)nc2N)cc1
  0[fluorescence artefact?], 66, -1, 0.6, 36, 95, 87, 76, 3
> S=c1[nH]nc(-c2ccco2)n1/N=C/C=C/c1ccccc1
  /, /, -1, 0.7, 28, /, /, /, 5
> O=C(CCN1C(=O)c2ccccc2C1=O)Nc1ccc(-c2nc3ccccc3o2)cc1
  18, 102, 72, 1, 5, 106, 108, 94, -54
> COc1ccc(Cl)cc1NS(=O)(=O)c1ccc(OC)c(OC)c1
  -1, 95, /, /, /, 104, 91, 92, /
> CC(C)C(=O)Nc1cccc(NC(=O)c2cccnc2)c1
  -5, 86, -3, 1.1, -10, 94, 100, 129, 44
> Cc1csc2ncc(C(=O)Nc3ccccc3F)c(=O)n12
  29[fluorescence artefact?], 71, -2, 1, 2, 93, 81, 137[fluorescence artefact?], -14
> CS(=O)(=O)NCc1nnc(SCc2ccccc2C(F)(F)F)o1
  2, 87, 3, 0.6, 41, 105, 104, 95[fluorescence artefact?], 5
> O=C(NCc1cccs1)c1cc2c(s1)CCCC2
  -7, 97, -2, 0.4, 64*, 102, 111, 78, 4
> CC(CS(=O)(=O)c1ccc2ccccc2c1)N1CCN(C2CCCCC2)CC1 (stereo not drawn)
  -4, 82, /, /, /, 95, 87, 113, /

Pulled one by one from above:
Values in the order: ERa coact inh, H69AR growth 86K, CD11b adhes enh, CYP2C19 activ, CYP2C19 inh, Fibroblast inh, HUVEC prolif 384, ERa coact pot, Mac1 fbg inh
> CC(CS(=O)(=O)c1ccc2ccccc2c1)N1CCN(C2CCCCC2)CC1 (stereo not drawn)
  -4, 82, /, /, /, 95, 87, 113, /
> COc1ccc(NC(=O)Nc2nnc(-c3ccccc3SCc3ccccc3)s2)cc1
  -9, 48, 9, 0.9, 5, 95, 69, 85, -16

Sorted by heavy-atom count (largest number first): part of the list above.
Values in the order: ERa coact inh, H69AR growth 86K, CD11b adhes enh, CYP2C19 activ, CYP2C19 inh, Fibroblast inh, HUVEC prolif 384, ERa coact pot, Mac1 fbg inh
> O=C(COC(=O)c1ccc(NS(=O)(=O)c2ccc3c(c2)OCCO3)cc1)NCC1CCCO1 (stereo not drawn)
  6, 99, 5, 0.6, 37, 94, 102, 72, 7
> CCn1nnnc1-c1ccc(OC)c(S(=O)(=O)Nc2ccc(C(=O)OC)cc2)c1
  2, 78, 2, 0.8, 23, 104, 98, 101, -2
> CC(CS(=O)(=O)c1ccc2ccccc2c1)N1CCN(C2CCCCC2)CC1 (stereo not drawn)
  -4, 82, /, /, /, 95, 87, 113, /
> COc1ccc(Cl)cc1NS(=O)(=O)c1ccc(OC)c(OC)c1
  -1, 95, /, /, /, 104, 91, 92, /
> COc1ccc(CCN2CC(C(=O)O)CC2=O)cc1OC (stereo not drawn)
  -2, 86, 0, 1, -4, 95, 93, 106[fluorescence artefact?], -5
> CCS(=O)(=O)Nc1ccc(Cc2ccncc2)cc1
  -25[fluorescence artefact?], 99, 0, 0.1, 93*, 101, 95, 96, 7
> O=C(NCc1cccs1)c1cc2c(s1)CCCC2
  -7, 97, -2, 0.4, 64*, 102, 111, 78, 4

Continuation.
Values in the order: ERa coact inh, H69AR growth 86K, CD11b adhes enh, CYP2C19 activ, CYP2C19 inh, Fibroblast inh, HUVEC prolif 384, ERa coact pot, Mac1 fbg inh
> CCOC(=O)C1CCCN(C(=O)c2cc3nc(-c4cccc(OC)c4)cc(C(F)(F)F)n3n2)C1 (stereo not drawn)
  -5, 83, 7, 0.1, 86*, 101, 97, 88, 0
> COc1ccc(C(=O)N2CCCC(c3nc(-c4cc(OC)c(OC)c(OC)c4)no3)C2)cc1 (stereo not drawn)
  -5, 35*, 1, 0.7, 31, 93, 79, 103, -1
> O=C(O)CCSc1ccc2ccccc2n1
  -7, 83, 2, 0.9&1, 5&0, 93, 89, 99, 1
> Cn1c(-c2ccccc2)cnc1SCC(N)=O
  -10, 95, -1, 0.6, 36, 94, 90, 118, -10
> COc1ccc(CNC(=S)N/N=C/c2ccc(OC)c(OC)c2)cc1
  /, /, 0, 1, 5, /, /, /, 9
> Cc1cn(C(=O)c2ccccc2)c(=S)n1-c1ccc(Br)cc1
  1, 80, /, /, /, 110, 82, 95, /
> COc1cc(OC)cc(-n2nnnc2SCC(=O)NCc2ccc3c(c2)OCO3)c1
  14, 83, 0, 0.5, 53*, 103, 97, 147, -9
> O=C(CCCC(=O)N(CC(=O)NC1CCCCC1)Cc1ccc2c(c1)OCO2)Nc1ccccn1
  -1, 100, -2, 0.4, 65*, 96, 100, 116, -26
> Nc1nc(Cn2nnc(-c3ccccc3F)n2)nc(N2CCOCC2)n1
  /, /, -3, 0.8, 18, /, /, /, 0
> CCOC(=O)c1ccc2c(c1)nc(C)n2CC
  -3, 113, /, /, /, 103, 92, 90, /
> COc1ccc2[nH]c(C)c(C(=O)CN(C)C)c2c1
  4, 95, 0, 1.1, -14, 96, 90, 112, 5
> COc1ccc(NS(=O)(=O)c2ccc(-n3nnc4ccccc43)c([N+](=O)[O-])c2)cc1
  6, 108, 0, 0.3, 74*, 100, 93, 108, 7
> CN(C)c1ccc(C2N(c3ccc(Cl)cc3)C(=O)C3CCCN32)cc1 (stereo not drawn)
  -7, 99, -1, 0.6, 44, 98, 98, 118, -2
> O=C(/C=C/c1ccccc1)NC(=S)Nc1cccnc1
  /, /, -6, 1.1, -8, /, /, /, 12
> O=C1CC(N2CCN(c3ccccc3Cl)CC2)C(=O)N1c1cccc(F)c1 (stereo not drawn)
  2, 92, /, 0.9, 12, 103, 107, 83, /

Later entries:
Screens by letter: A = ERa coact inh; B = H69AR growth 86K; C = CD11b adhes enh; D = CYP2C19 activ; E = CYP2C19 inh; F = Fibroblast inh; G = HUVEC prolif 384; H = ERa coact pot; I = Mac1 fbg inh
Compound: CC(=O)c1cc(F)c(N2CCN(C(=O)C(C)(C)C)CC2)cc1C
  A: 3 | B: 93 | C: -5 | D: 1 | E: 0 | F: 101 | G: 101 | H: 118 | I: 22
Compound: Cc1nc(NC(=O)c2ccccc2)sc1-c1csc(NCc2ccccc2)n1
  A: -3 | B: 54 | C: 0 | D: 0.5 | E: 51* | F: 92 | G: 77 | H: 93 | I: 0
Compound: COc1cccc(-c2cc(C(F)(F)F)n3ncc(C(=O)NCC4CCCO4)c3n2)c1 (stereo not drawn)
  A: -7 | B: 60 | C: 4 | D: 0.5 | E: 46 | F: 104 | G: 70 | H: 158[fluorescence artefact?] | I: 17
Compound: CCCNC(=O)C(Cc1ccccc1)NS(=O)(=O)c1cccc2nsnc12 (stereo not drawn)
  A: 1 | B: 94 | C: / | D: 0.9 | E: 9 | F: 94 | G: 97 | H: 97 | I: /
Compound: CCN1CCN(Cc2ccc3c(c2)Cc2ccccc2-3)CC1
  A: -9 | B: 88 | C: -4 | D: 1.1 | E: -8 | F: 89 | G: 77 | H: 101 | I: 13
Compound: O=C1c2cccnc2C(Nc2ccc(S(=O)(=O)N3CCCCC3)cc2)N1Cc1ccccc1 (stereo not drawn)
  A: 5[fluorescence artefact?] | B: 85 | C: / | D: 0.9 | E: 13 | F: 96 | G: 104 | H: 124 | I: /
Compound: CCNC(=O)CC1C(=O)N(c2ccccc2)C(=O)N1Cc1ccc(OC)cc1 (stereo not drawn)
  A: 3 | B: 85 | C: / | D: 1 | E: 4 | F: 100 | G: 94 | H: 81 | I: /
Compound: O=C(O)c1ccc(COc2c(F)c(F)cc(F)c2F)cc1
  A: 1 | B: 109 | C: / | D: 1.1 | E: -6 | F: 105 | G: 86 | H: 96 | I: /
Compound: C=CCNc1nc2c(c(=O)n(C)c(=O)n2C)n1Cc1ccc(F)cc1
  A: -1 | B: 101 | C: 0 | D: 0.7 | E: 26 | F: 95 | G: 92 | H: 83 | I: 20
Compound: CCCN(CCC)C(=O)C1c2ccccc2Oc2ccccc21
  A: 9[fluorescence artefact?] | B: 86 | C: 0 | D: 0.4 | E: 57* | F: 95 | G: 118 | H: 99[fluorescence artefact?] | I: -6
Compound: O=C(NCc1ccccc1)C(c1ccncc1)N(C(=O)c1csnn1)C1CC1 (stereo not drawn)
  A: 8 | B: 107 | C: / | D: 0.6 | E: 45 | F: 103 | G: 98 | H: 99 | I: /
Compound: Cc1ccc(C(=O)Cn2nnc3c(sc4nc5c(c(-c6ccccc6)c43)CCC5)c2=O)cc1
  A: / | B: / | C: -1 | D: 1.1 | E: -6 | F: / | G: / | H: / | I: 4
Compound: O=C(NCc1cccs1)c1ccncc1
  A: -2 | B: 105 | C: -1 | D: 0.8 | E: 23 | F: 106 | G: 111 | H: 117 | I: -7
Compound: Cc1cc(=O)[nH]c(SCC(=O)Nc2nnc(CC(C)C)s2)n1
  A: 0 | B: 102 | C: -5 | D: 1.1 | E: -10 | F: 103 | G: 98 | H: 83 | I: 9
Compound: CC1(C(=O)NC2CCCC2)CCC(=O)N1CCC1=CCCCC1 (stereo not drawn)
  A: -10 | B: 95 | C: 3 | D: 0.7 | E: 33 | F: 98 | G: 107 | H: 115 | I: 19
Compound: CN=C(Nc1ccc(C(=O)OC)cc1)SC1CC(=O)N(c2ccccc2F)C1=O (stereo not drawn)
  A: / | B: / | C: 4 | D: 0.8 | E: 16 | F: / | G: / | H: / | I: -37
Compound: OC(COc1ccccc1)CN1CCOCC1 (stereo not drawn)
  A: -7 | B: 90 | C: / | D: / | E: / | F: 98 | G: 99 | H: 96 | I: /
Compound: COc1ccc(S(=O)(=O)N2CCC(C(=O)c3ccc4c(c3)OCCO4)CC2)cc1
  A: 5 | B: 97 | C: / | D: / | E: / | F: 96 | G: 71 | H: 102 | I: /
Compound: O=C(Nc1ccc(N2CCOCC2)cc1)c1cccnc1
  A: 3 | B: 107 | C: / | D: / | E: / | F: 102 | G: 103 | H: 105 | I: /
Compound: O=C(NCc1cccnc1)Nc1ccc(F)cc1F
  A: -11 | B: 93 | C: 0 | D: 0.9 | E: 10 | F: 103 | G: 93 | H: 114 | I: 7
Compound: CN(C)C(=O)CSc1nc(-c2ccccc2)nc2c1CCCC2
  A: -19 | B: 40 | C: / | D: / | E: / | F: 92 | G: 88 | H: 109[fluorescence artefact?] | I: /
